Screening results from PubChem BioAssay.
miR122 inh – blocks miR-122 activity in Huh7 sensor cells; Huh7 miR-122 Renilla luciferase sensor, 48 h; neutral wells = 0, positive control = 100; activation (reporter increase), % at 12.5 µM; 340,000 compounds, 0.3% hits; AID 602342;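 active means mean replicate activation score at least 90 and every replicate individually at or above 90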;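 further: higher luciferase means less miR-122 activity so hits act as miR-122 inhibitors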
LGR2 antag – Drosophila LGR2 receptor signaling inhibition; HEK293 LGR2, CRE-luciferase, bursicon-stimulated, 4 h; inhibition, % at 9.99 µM; 380,000 compounds, 0.35% hits; AID 720647;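 active means drop in luminescence signal, shown as inhibition above about 50% in the replicate tests, limit read from the data, passing the limit was not always enough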;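 further: agonist challenge used bursicon conditioned medium at about half maximal strength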
FN deposition inh – fibronectin deposition inhibition; AH1F fibroblasts, Alexa488-fibronectin deposition fluorescence, overnight; inhibition, % at 12.6 µM; 350,000 compounds, 0.086% hits; AID 743247;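 active means mean inhibition across replicates of 30% or more, regardless of how many single replicates reach that level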;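 further: positive control wells lacked labelled fibronectin entirely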
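Schedule: 1 h cell adhesion before compound, then overnight fibronectin incubation; test system: AH1F fibroblast monolayer depositing Alexa488-labelled fibronectin into matrix; quantity: 10000 AH1F cells per well; probe or stimulus: fluorescent fibronectin at 24 nM final; signal: fluorescence, ex 485 nm, em 525 nm; evaluation: percent inhibition as loss of matrix-bound fibronectin fluorescence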
PAX8 reporter – PAX8 transcriptional activity inhibition | RMG-I TPO-luciferase reporter, SteadyGlo, 24 h | 360,000 compounds, 1.2% hits | AID 652154 | inhibition, % at 12.6 µM;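 active means mean replicate inhibition at least 60% with every replicate also reaching 60%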;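 further: luciferase light reporting Pax8 driven TPO promoter activity; plate controls were median of neutral control wells for no effect and mitoxantrone controls for full effect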
PGC1a acetyl inh – modulators of PGC1a acetylation; U2OS PGC1a acetylation, AlphaScreen anti-acetyl-lysine; with virally co-expressed GCN5 acetyltransferase; inhibition, % at 15.6 µM; AID 651687; 350,000 compounds, 0.17% hits;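 active means every replicate shows inhibition of at least 40%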;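 further: 0% = neutral control wells and 100% = positive control wells; some results beyond the cut were filed as inactive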
EWS-Fli block – blocks EWS/Fli oncoprotein-driven transcription; A673 NR0B1-luciferase reporter, viability-normalised; inhibition, % at 12.6 µM; 350,000 compounds, 0.67% hits; AID 651661;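 active means mean inhibition of at least 50% after viability correction, with every replicate also passing that limit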;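 further: firefly luciferase signal divided by Alamar Blue viability fluorescence both relative to DMSO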
Cneo AK release – Cryptococcus neoformans lysis via adenylate kinase release. C. neoformans lysis, adenylate kinase release luminescence, 4 h; normalised: neutral wells 0, clomiphene wells 100. lysis activity, % at 15 µM. 360,000 compounds, 0.2% hits;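 active means mean lysis activity across replicates of at least 80%, whatever share of replicates individually reach that level; inactive means mean lysis activity below 80%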
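Material – Cryptococcus neoformans yeast cells · Quantity – 5 × 10^6 yeast cells/mL · Buffer or medium – YPD medium · Compound – single dose · Timing – 4 h static compound exposure, 37 °C, read 1 h post-reagent · Signal – adenylate kinase release luminescence · Read-out basis – lysis from increased AK signal · Benchmarks – Clomiphene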
CASP6 VEID inh – inhibitors of human caspase-6. P55212. purified caspase-6, Z-VEID-R110 cleavage fluorescence. inhibition, % at 12.5 µM. 350,000 compounds, 0.53% hits. AID 686996;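 active means mean inhibition across replicates at least about 35%, with every replicate also reaching that limit, limit read from the data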;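 further: 0% = median of neutral control wells and 100% = no fluorescence left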
Target sequence (P55212 24-179 limits assumed): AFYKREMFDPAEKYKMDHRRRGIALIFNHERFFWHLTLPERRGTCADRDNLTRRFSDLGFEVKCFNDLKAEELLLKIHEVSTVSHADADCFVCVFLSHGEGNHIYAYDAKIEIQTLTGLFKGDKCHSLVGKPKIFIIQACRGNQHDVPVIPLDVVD
Target sequence (P55212 194-293 limits assumed): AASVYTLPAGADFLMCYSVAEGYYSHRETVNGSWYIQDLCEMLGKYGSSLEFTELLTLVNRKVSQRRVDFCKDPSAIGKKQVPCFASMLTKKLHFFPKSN
* marks the source's active call; other numbers are inactive results; [ ] = dose if it differs, or a comment.

`COc1cccc(C2C(C(=O)Nc3ccc(C)cc3C)=C(C)Nc3ncnn32)c1OC` (configuration not stated) gave miR122 inh 0, FN deposition inh -1, PAX8 reporter 7, PGC1a acetyl inh 5 and Cneo AK release 0.
Screening O=C(CNC(=S)N(Cc1ccccc1)Cc1ccccc1F)NCCc1ccccc1 returned miR122 inh 12, LGR2 antag 15, FN deposition inh 5, PAX8 reporter -1, PGC1a acetyl inh -3, EWS-Fli block 9, Cneo AK release -1 and CASP6 VEID inh 4.
For CCOc1ccc(Cn2nnc(-c3ccc(S(C)(=O)=O)cc3)n2)cc1OCC the results were miR122 inh -2, LGR2 antag 3, FN deposition inh -2, PAX8 reporter 6, PGC1a acetyl inh 0, EWS-Fli block 20, Cneo AK release -4 and CASP6 VEID inh -4.
Screening O=C(NCC(F)(F)F)C1C(=O)Nc2ccccc2C(=O)N1Cc1ccccc1 (configuration not stated) returned LGR2 antag -3, PAX8 reporter -16, EWS-Fli block -9 and CASP6 VEID inh -3.
O=C(Nc1nnc(SCCC2OCCO2)s1)C1CC(=O)N(c2ccccc2)C1 (configuration not stated) was read as LGR2 antag -7, FN deposition inh 5, PAX8 reporter 1, EWS-Fli block -5, Cneo AK release 1 and CASP6 VEID inh 2.
For C=CCNC(=O)c1ccc(N(Cc2ccccc2)S(C)(=O)=O)cc1 the results were miR122 inh 3, LGR2 antag 9, FN deposition inh -20, PAX8 reporter 4, PGC1a acetyl inh 3, EWS-Fli block -2, Cneo AK release 2 and CASP6 VEID inh -8.
`C[C@H](CO)N1C[C@H](C)[C@@H](CN(C)S(C)(=O)=O)Oc2ncc(C#Cc3ccc(F)cc3)cc2C1=O` gave miR122 inh 0[16.7 µM], LGR2 antag 11, FN deposition inh 13, PGC1a acetyl inh -3, EWS-Fli block -5, Cneo AK release -7 and CASP6 VEID inh 0.
Cc1ccc(-c2cnc3c(c2)C(=O)N([C@@H](C)CO)C[C@H](C)[C@@H](CN(C)C(=O)c2cccnc2)O3)cc1 was read as miR122 inh 1[16.7 µM], LGR2 antag -4, PGC1a acetyl inh 10, EWS-Fli block -5, Cneo AK release 1 and CASP6 VEID inh 1.
For CC(C)C(c1nnnn1CCc1ccccc1)N1CCSCC1 (configuration not stated) the results were LGR2 antag 36, FN deposition inh 7, PAX8 reporter 4, EWS-Fli block -5 and CASP6 VEID inh -1.
CCOCCCNC(=O)C(c1ccc(Cl)cc1)N(Cc1cccs1)C(=O)CNC(C)=O (configuration not stated) was read as miR122 inh -1, LGR2 antag -4, FN deposition inh 19, PAX8 reporter 5, PGC1a acetyl inh -6 and Cneo AK release -1.
Screening COC(=O)CN(c1cc([N+](=O)[O-])ccc1OC)S(C)(=O)=O returned miR122 inh -1, LGR2 antag -1, FN deposition inh -2, PAX8 reporter -1, PGC1a acetyl inh 5, EWS-Fli block 11 and CASP6 VEID inh 3.
CN(Cc1ccccc1F)C(=O)c1ccc(NC(=O)CC2SC(N3CCCCC3)=NC2=O)cc1 (configuration not stated) was read as miR122 inh 13, LGR2 antag 7, FN deposition inh 0, PAX8 reporter 10, PGC1a acetyl inh -5, EWS-Fli block -8, Cneo AK release 2 and CASP6 VEID inh 2.
For CN1CCN(C(=O)C[C@@H]2C[C@H]3c4cc(NC(=O)NC5CCCC5)ccc4O[C@H]3[C@H](CO)O2)CC1 the results were miR122 inh 10[16.7 µM], LGR2 antag 4, FN deposition inh 15, PAX8 reporter -10, PGC1a acetyl inh 7, EWS-Fli block -1, Cneo AK release -62 and CASP6 VEID inh 0.
`C[C@@H]1CN([C@H](C)CO)C(=O)c2cccc(NC(=O)C3CCCCC3)c2O[C@@H]1CN(C)C(=O)NC1CCCCC1` gave miR122 inh -4[16.7 µM], LGR2 antag 1, PGC1a acetyl inh 6, EWS-Fli block -5, Cneo AK release -3 and CASP6 VEID inh 2.
O=C1NC(=S)S/C1=C\c1cccc([N+](=O)[O-])c1 was read as LGR2 antag 11, FN deposition inh 2, PGC1a acetyl inh -13, EWS-Fli block 8, Cneo AK release -3 and CASP6 VEID inh 3.

Reprinted at random: 5 records from the list, in no set order.
`C[C@H](CO)N1C[C@H](C)[C@@H](CN(C)S(C)(=O)=O)Oc2ncc(C#Cc3ccc(F)cc3)cc2C1=O` gave miR122 inh 0[16.7 µM], LGR2 antag 11, FN deposition inh 13, PGC1a acetyl inh -3, EWS-Fli block -5, Cneo AK release -7 and CASP6 VEID inh 0.
`COc1cccc(C2C(C(=O)Nc3ccc(C)cc3C)=C(C)Nc3ncnn32)c1OC` (configuration not stated) gave miR122 inh 0, FN deposition inh -1, PAX8 reporter 7, PGC1a acetyl inh 5 and Cneo AK release 0.
For C=CCNC(=O)c1ccc(N(Cc2ccccc2)S(C)(=O)=O)cc1 the results were miR122 inh 3, LGR2 antag 9, FN deposition inh -20, PAX8 reporter 4, PGC1a acetyl inh 3, EWS-Fli block -2, Cneo AK release 2 and CASP6 VEID inh -8.
O=C1NC(=S)S/C1=C\c1cccc([N+](=O)[O-])c1 was read as LGR2 antag 11, FN deposition inh 2, PGC1a acetyl inh -13, EWS-Fli block 8, Cneo AK release -3 and CASP6 VEID inh 3.
O=C(Nc1nnc(SCCC2OCCO2)s1)C1CC(=O)N(c2ccccc2)C1 (configuration not stated) was read as LGR2 antag -7, FN deposition inh 5, PAX8 reporter 1, EWS-Fli block -5, Cneo AK release 1 and CASP6 VEID inh 2.

The results go on.
`CC(c1ccc(F)cc1)n1c(-c2cccs2)n[nH]c1=S` (configuration not stated) gave LGR2 antag 20, FN deposition inh -13, PAX8 reporter -7, EWS-Fli block 0 and CASP6 VEID inh 2.
`O/N=C/c1ccc2cccc(O)c2n1` gave miR122 inh 4, LGR2 antag 12, FN deposition inh 7, PAX8 reporter -12, PGC1a acetyl inh 3, EWS-Fli block -3, Cneo AK release 4 and CASP6 VEID inh -2.
Screening CCn1c(SCC(=O)Nc2sccc2C(N)=O)nnc1C1CC1 returned miR122 inh 4, LGR2 antag 9, FN deposition inh 2, PAX8 reporter -15, PGC1a acetyl inh 3, EWS-Fli block -7, Cneo AK release 0 and CASP6 VEID inh 3.
For CCOC(=O)CN1C(=O)[C@]2(OCCC=C[C@H]2C)c2ccccc21 the results were LGR2 antag 0, FN deposition inh 4, PAX8 reporter -11, EWS-Fli block -12 and CASP6 VEID inh 1.
COc1cccc(-c2cc(C(=O)Nc3cccnc3)c3ccccc3n2)c1 was read as miR122 inh 2, LGR2 antag -11, FN deposition inh 10, PAX8 reporter -5, PGC1a acetyl inh 11, EWS-Fli block 1, Cneo AK release -1 and CASP6 VEID inh -5.
CNC(=O)NC(=O)C(C)OC(=O)CCCc1nc2ccccc2s1 (configuration not stated) was read as miR122 inh -6, LGR2 antag -6, FN deposition inh -1, PAX8 reporter 5, PGC1a acetyl inh 9, EWS-Fli block 10, Cneo AK release 1 and CASP6 VEID inh -2.
Cc1ccccc1NC(=O)CSC1=C(C#N)C(c2ccsc2)CC(=O)N1 (configuration not stated) was read as miR122 inh 6, LGR2 antag -11, PGC1a acetyl inh -15 and Cneo AK release 4.
Screening COc1ccc(Nc2ccc(N3C(=O)CCCC3=O)cc2[N+](=O)[O-])cc1OC returned miR122 inh 4, LGR2 antag -12, FN deposition inh 2, PAX8 reporter 5 and Cneo AK release 0.
Screening COC(=O)c1c(NC(=O)COC(=O)CC(NC(C)=O)c2ccccc2)sc(C)c1C (configuration not stated) returned miR122 inh -5, LGR2 antag 3, FN deposition inh -13, PAX8 reporter -5, EWS-Fli block -1, Cneo AK release -2 and CASP6 VEID inh -2.
`CCn1ncc(N2CCOCC2)c(Cl)c1=O` gave miR122 inh 1, LGR2 antag -5, FN deposition inh 2, PAX8 reporter -7, EWS-Fli block 11, Cneo AK release -5 and CASP6 VEID inh 0.
COc1ccc(/C=N/NC(=O)CC(=O)NCc2cccnc2)cc1[N+](=O)[O-] was read as miR122 inh -1, LGR2 antag -5, FN deposition inh -2, PAX8 reporter -7, PGC1a acetyl inh 2, EWS-Fli block -5, Cneo AK release -2 and CASP6 VEID inh -1.
CC(C)CC#Cc1ccc2c(c1)O[C@@H](CN(C)C(=O)NC1CCCC1)[C@H](C)CN([C@H](C)CO)S2(=O)=O was read as miR122 inh 8[16.7 µM], FN deposition inh 7, PGC1a acetyl inh -7, EWS-Fli block 25, Cneo AK release -2 and CASP6 VEID inh 2.
CNc1nc(NC)nc(NNC(=O)c2ccccc2)n1 was read as LGR2 antag -3, PAX8 reporter -11, PGC1a acetyl inh 1, EWS-Fli block 0, Cneo AK release -9 and CASP6 VEID inh -4.
CCc1nnc(NC(=O)C2=CCN(S(=O)(=O)c3ccc(F)cc3)CC2)s1 was read as LGR2 antag -16, FN deposition inh -12, PAX8 reporter -5, EWS-Fli block -5 and CASP6 VEID inh -1.
`CC(C)CC(NC(N)=O)C(=O)OCC(=O)Nc1ccc(OC(F)F)cc1` (configuration not stated) gave LGR2 antag 5, PAX8 reporter -2, EWS-Fli block -3 and CASP6 VEID inh -3.
`Cc1[nH][nH]c(=O)c1C=NCc1cccc(C(F)(F)F)c1` gave miR122 inh -3, LGR2 antag 16, FN deposition inh 6, PAX8 reporter 5, EWS-Fli block -24, Cneo AK release -2 and CASP6 VEID inh 2.
CC(=O)Nc1ccc(S(=O)(=O)NC(C(=O)O)C2=CCC=CC2)cc1 (configuration not stated) was read as miR122 inh 7, LGR2 antag 9, PGC1a acetyl inh -3, EWS-Fli block 7, Cneo AK release 1 and CASP6 VEID inh 17.
`O=S(=O)(c1ccc(F)cc1)N1CC[C@@H]2[C@H]1c1cc(-c3ccc(F)cc3)ccc1N[C@@H]2CO` gave miR122 inh -12[16.7 µM], LGR2 antag -26, FN deposition inh -21, PAX8 reporter 8, PGC1a acetyl inh 1, EWS-Fli block -8 and Cneo AK release -18.
Screening O=S1(=O)N=C2CCCN2C(c2ccc(F)cc2)N1 (configuration not stated) returned miR122 inh -2, FN deposition inh -2, PAX8 reporter -3, PGC1a acetyl inh 3 and Cneo AK release 2.
`CCC(C)NC(=O)C1c2cc(OC)c(OC)cc2C(=O)N(C)C1c1ccc(OC)cc1` (configuration not stated) gave FN deposition inh -16, PAX8 reporter 5, PGC1a acetyl inh -12 and Cneo AK release 0.
CN1[C@@H]2Cn3c(ccc(-c4ccc(F)cc4)c3=O)[C@H]1[C@@H](C(=O)NC1CCCC1)[C@@H]2CO was read as LGR2 antag -2, PGC1a acetyl inh 5, EWS-Fli block -6 and CASP6 VEID inh 1.
Cc1ccc(CSCC(=O)Nc2cc(S(=O)(=O)N3CCOCC3)ccc2OC(C)C)cc1 was read as LGR2 antag 13, FN deposition inh 3, PAX8 reporter 10, EWS-Fli block 11 and CASP6 VEID inh -2.
For CO[C@H]1CN(C)C(=O)c2cc(NC(=O)C3CC3)ccc2OC[C@H](C)N(Cc2cncnc2)C[C@@H]1C the results were LGR2 antag 1, FN deposition inh -9, PAX8 reporter 2, PGC1a acetyl inh 7, EWS-Fli block 3, Cneo AK release -3 and CASP6 VEID inh -2.
